Source: PubChem
LYP inhibition – PTPN22 lymphoid phosphatase activity blockers – biochemical, fluorescence intensity, uHTS (AID 1779) | recombinant LYP phosphatase, fluorescence intensity; higher % means a stronger effect | inhibition, % at 11.5 µM, or IC50 in µM where a hit was titrated | actives 0.054% (n = 290,000);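 further: plate controls were vehicle with enzyme for no effect and no enzyme for full effect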
HIV peptide binding – inhibitors of HIV fusion peptide binding, primary screen, biochemical, uHTS, fluorescence dequenching (AID 1986). cell-free peptide binding, fluorescence dequenching, 30 min; higher % means a stronger effect. inhibition, % at 20 µM, or IC50 in µM where a hit was titrated. actives 0.3% (n = 290,000); in the data active means inhibition mostly above about 52%, no sharp cut-off; inactive means mostly below about 76%; further: some results filed as inactive read as strong as hits
Siah-1 displacement – Siah-1 peptide-binding antagonists, primary screen, biochemical, fluorescence polarization, rhodamine-plectin, uHTS (AID 1817); Siah-1 / rhodamine-plectin peptide fluorescence polarization; higher % means a stronger effect; displacement, % at 20 µM, or IC50 in µM where a hit was titrated; actives 0.02% (n = 290,000);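 active means displacement of at least 50% at 20 µM, with a fluorescence ratio check between 0.3 and a set limit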;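 further: plate controls were Siah plus tracer with DMSO for no effect and tracer alone without Siah for full effect; strong numbers were not always called active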
KOR beta-arrestin-1 – kappa opioid receptor blockers – cell-based, luminescence, uHTS (AID 1778). KOR beta-arrestin recruitment, luminescence, antagonist mode; higher % means a stronger effect. inhibition, % at 10 µM, or IC50 in µM where a hit was titrated. actives 0.091% (n = 290,000); further: strong numbers were not always called active
NOD2 inhibition – NOD2 signaling inhibitors, cell-based, luminescence, uHTS, HEK293 (AID 1566). actives 0.63% (n = 290,000). inhibition, % at 4 µM; hits with a dose series show EC50 in µM. HEK293 NOD2/NF-kB luciferase reporter, luminescence; higher % means a stronger effect; further: many of its hits are not listed in these tables
PhoP inhibition – inhibitors of PhoP regulon expression, primary screen, Salmonella Typhimurium, GFP reporter (AID 1863). S. Typhimurium PhoP-regulated promoter GFP reporter, 4 h; higher % means a stronger effect. inhibition, % at 50 µM, or IC50 in µM where a hit was titrated. actives 0.16% (n = 300,000);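 active means inhibition over 29.93%, a cutoff 3 SD above the screen mean, later confirmed by dose response; inconclusive means inhibition over 29.93% but no dose response follow-up; inactive means inhibition at most 29.93% or unconfirmed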;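 further: 0% = low Mg2+ inducing control and 100% = high Mg2+ repressing control; strong numbers were not always called active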
KOR beta-arrestin-2 – KOR agonists, beta-arrestin recruitment, primary screen, cell-based, luminescence, uHTS (AID 1777); KOR beta-arrestin recruitment, luminescence; higher % means a stronger effect; one-dose activation, % at 10 µM; EC50 in µM for titrated hits; actives 0.02% (n = 280,000); in the data active means activation above about 50%, passing the limit was not always enough; further: a part of the inactive calls stands beside numbers as strong as those of hits
NOD1 NF-kB reporter – NOD1 signaling inhibitors, primary screen, cell-based, luminescence, uHTS (AID 1578) | NOD1-driven NF-kB luciferase reporter cells, luminescence; higher % means a stronger effect | one-dose inhibition, % at 4 µM; EC50 in µM for titrated hits | actives 1% (n = 290,000); in the data active means inhibition mostly above about 36%, no sharp cut-off; inactive means mostly below about 34%;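 further: HEK-293T reporter cells stimulated with the NOD1 agonist gamma-tri-DAP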
Myeloid diff MLP – myeloid differentiation induction; ER-HoxA9 myeloid progenitors, lysozyme-GFP differentiation, flow cytometry; calls only at 10 µM; actives 1% (n = 360,000);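 active means normalized GFP-positive differentiation at or above the plate's own cutoff, the solvent-only control mean plus 3 SD; inconclusive means no clear call, values can overlap the other calls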;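 further: cells exposed to compound for four days before flow analysis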
Myeloid diff MLP GFP+ MAC1+ % – also measured in Myeloid diff MLP; calls as there; GFP+ MAC1+ double positive, %; measured here: differentiation confirmed by MAC1 staining
Starred values were filed as active, the others as inactive; i = inactive; ? = inconclusive; . = not tested or not shown; [ ] = another dose, or the depositor's remark. Unless noted, no stated cut-off is given here; in the data, active means inhibition above about 50%; inactive means the rest. Some of the compounds tested; count on the stated rates, not on these rows.

SMILES	LYP inhibition	HIV peptide binding	Siah-1 displacement	KOR beta-arrestin-1	NOD2 inhibition	PhoP inhibition	KOR beta-arrestin-2	NOD1 NF-kB reporter	Myeloid diff MLP	Myeloid diff MLP GFP+ MAC1+ %
CCOC(=O)C(C)Sc1nc(N)c(NC(=O)c2ccc(OC)c(OC)c2)c(=O)[nH]1 (stereo not given)	-3%	-1.5%	2%	22%	-12%	1%	-3.2%	-24%	i	2.5
O=Cc1cc2ccccc2nc1SCc1ccc(Cl)c(Cl)c1	-6%	10%	-3%	-168%	-41%	-3%	4.7%	12%	?	.
Cc1ccc(CN(C(=O)COc2ccc([N+](=O)[O-])cc2)C2CCS(=O)(=O)C2)o1 (stereo not given)	0%	-0.8%	1%	-10%	2%	-4%	-2.4%	-15%	i	0.0
COCCCn1c(C(=O)N2CC(C)OC(C)C2)cc2c(=O)n3cccc(C)c3nc21 (stereo not given)	-8%	-1.6%	-8%	-16%	5%	7%	-6.4%	35%	?	.
CCC(C)NC(=O)C1CN(S(=O)(=O)c2ccccc2)CCN1S(=O)(=O)c1ccccc1 (stereo not given)	-6%	-1.2%	0%	-20%	-18%	2%	-6.1%	-19%	i	0.8
CSc1ccccc1C(=O)NC(C)c1ccc(-n2ccnc2)cc1 (stereo not given)	-4%	-1.3%	i	34%	2%	-9%	-6.4%	18%	.	.
Cc1cccc(-c2nc3ccccc3c(=O)n2N)c1	-4%	-0.9%	6%	26%	-2%	2%	-2.4%	-15%	i	1.1
Cc1ccc([C@@H]2C3COCC=C3C(C#N)=C(N)C2(C#N)C#N)o1 (stereo not given in full)	-6%	-0.2%	4%	2%	11%	-34%	-4.1%	-4%	i	7.2
O=C(NC1CCN(C(=O)Nc2cccc(F)c2)CC1)c1ccco1	-4%	0.6%	-1%	-48%	-1%	-9%	3.2%	-9%	i	0.4
O=C(Nc1cccc(F)c1)c1ccc(S(=O)(=O)N2CCOCC2)cc1	0%	1.1%	3%	5%	-3%	-11%	-6.3%	-1%	i	2.5
CC(C)c1nc(SCC(=O)c2ccc(F)cc2)c2ccccc2n1	6%	0.5%	1%	-41%[20 µM]	10%	3%	1.6%	-23%	i	0.4
COc1cc(NC(=O)CSc2nc3cc(C)ccc3cc2C)c(C(=O)O)cc1OC	-9%	10%	0%	9%	23%	-12%	2.2%	9%	i	0.5
COc1ccc(OCC(=O)N/N=C\c2ccco2)cc1	-2%	-1.8%	11%	10%[20 µM]	7%	3%	-6.9%	-3%	i	0.1
COC(=O)c1ccsc1NC(=O)c1ccccc1	-2%	-0.7%	6%	-25%	4%	-9%	0.5%	-15%	i	2.1
CC(/C=C1\SC(=S)N(NS(=O)(=O)c2ccccc2)C1=O)=C\c1ccccc1	-1%	41%	13%	-9%	-7%	-13%	2.3%	0%	i	0.5
CC(NC(=O)CSc1nnc(COc2ccccc2)o1)c1ccccc1 (stereo not given)	-2%	2.1%	0%	-23%	-2%	-5%	1.7%	-4%	i	1.2
C=C(C)COc1ccc(-c2n[nH]c(C)c2-c2ccccc2OC)c(O)c1	4%	0.5%	-5%	-21%	-11%	8%	7.0%	-8%	i	0.8
Cc1csc(NC(=O)c2ccc3c(c2)OCO3)n1	-3%	-2.1%	-6%	-5%	-71%	11%	0.8%	-56%	i	0.2
CSc1ccccc1C(=O)Nc1cc(C)ccc1C	-6%	-1.0%	6%	-8%[20 µM]	-3%	-3%	-0.8%	-14%	i	0.2
COc1ccc(NC(=S)Nc2cc(S(=O)(=O)N3CCCCC3)ccc2OC)cc1	5%	-2.4%	2%	-34%	5%	12%	9.3%	-25%	.	.
FC(F)(F)c1ccc(N=Cc2sc(N3CCOCC3)nc2-c2ccccc2)cc1	7%	2.8%	2%	4%	0%	-1%	2.4%	-16%	i	0.2
COC(=O)CSc1nnc(C)n1-c1cccc(C#N)c1	-12%	-1.8%	-3%	-3%	-3%	6%	4.6%	-26%	i	1.1
CC1CCCc2sc3nc(NCc4ccco4)n4ncnc4c3c21 (stereo not given)	-4%	6.0%	-4%	25%	10%	-8%	0.3%	-5%	i	0.2
O=C(CCC(=O)c1ccc(F)cc1)Nc1cccc(C(F)(F)F)c1	-4%	1.7%	-3%	.	10%	0%	-0.9%	-6%	i	0.1
CCNC(=O)CC1C(=O)N(c2ccc(F)cc2)C(=S)N1CCc1ccncc1 (stereo not given)	-2%	0.6%	-3%	-44%	14%	-7%	2.8%	-37%	i	0.4
C=CCSc1nnc(-c2c[nH]c3ccccc23)n1CC	3%	3.7%	-1%	-41%	16%	-3%	-17%	-7%	i	4.1
O=C(CN1C(=O)c2cccc3cccc1c23)NCc1ccc2c(c1)OCO2	-9%	3.9%	2%	-20%	-11%	14%	-1.1%	-26%	i	6.3
Cn1cccc1C(=O)NNC(=O)COc1ccccc1F	1%	0.4%	0%	2%	-33%	0%	-2.2%	-65%	i	2.6
COc1ccc(NC(=O)CN(C)CC(=O)Nc2cccc(S(=O)(=O)N(C)c3ccccc3)c2)cc1	-3%	0.0%	1%	12%	10%	1%	-1.7%	-17%	i	1.2
CCOc1ccccc1N1CCN(c2nc3ccccc3nc2C(C#N)C(=O)OC)CC1 (stereo not given)	-3%	-0.3%	-2%	-37%	-18%	6%	15%	20%	i	1.0

Overlap with the part before: 2 entries; new compounds follow.
SMILES	LYP inhibition	HIV peptide binding	Siah-1 displacement	KOR beta-arrestin-1	NOD2 inhibition	PhoP inhibition	KOR beta-arrestin-2	NOD1 NF-kB reporter	Myeloid diff MLP	Myeloid diff MLP GFP+ MAC1+ %
COc1ccc(NC(=O)CN(C)CC(=O)Nc2cccc(S(=O)(=O)N(C)c3ccccc3)c2)cc1	-3%	0.0%	1%	12%	10%	1%	-1.7%	-17%	i	1.2
CCOc1ccccc1N1CCN(c2nc3ccccc3nc2C(C#N)C(=O)OC)CC1 (stereo not given)	-3%	-0.3%	-2%	-37%	-18%	6%	15%	20%	i	1.0
O=[N+]([O-])c1ccc(/C=N/Nc2ccccn2)cc1	-4%	6.4%	6%	-25%	-15%	5%	2.6%	-10%	i	0.5
Cc1oc(-c2ccccc2F)nc1CN1CCC(C(=O)NC2CCCc3ccccc32)CC1 (stereo not given)	1%	-1.3%	-2%	-1%	8%	12%	-1.2%	-14%	i	0.3
O=C(O)c1ccc2c(c1)C(=O)N(c1cc(C(=O)O)ccc1Br)C2=O	-11%	4.7%	-2%	-8%	12%	-9%	1.9%	7%	i	1.3
OC(CN1CCCCCC1)CN(c1ccccc1)c1ccccc1 (stereo not given)	-2%	-0.7%	0%	4%	1%	-3%	-6.4%	-37%	i	0.2
O=C(Nc1ccc(C(=O)O)cc1)/C(=C\c1ccc2c(c1)OCO2)NC(=O)c1ccco1	-5%	0.1%	-3%	12%	-16%	3%	-4.1%	-42%	i	0.7
CCOc1ccc(S(=O)(=O)/N=C(/c2ccccc2)N(C)C)cc1	-7%	-0.3%	3%	-27%[20 µM]	-15%	1%	.	-27%	i	0.2
COc1ccc(-c2cc(C(F)(F)F)nc(N3CCN(c4ccc(F)cc4)CC3)n2)cc1OC	-11%	-2.0%	-7%	20%	10%	3%	-3.3%	-56%	i	1.0
CCOc1ccc(NC(=O)CSc2nnc(C3CC3)n2N)cc1	-2%	-2.0%	-1%	-4%	-3%	-11%	0.8%	-9%	i	0.9
Cc1ccc(/C=C/C(=O)NCc2cccs2)o1	-5%	0.8%	1%	-3%	12%	-4%	-2.9%	-39%	.	.
Cc1ccc2nc(N3CCN(C(=O)c4cccs4)CC3)c(C#N)cc2c1	-5%	0.8%	5%	-21%	3%	-4%	-9.2%	-2%	i	0.1
O=S(=O)(c1ccc2ccccc2c1)N1CCN(S(=O)(=O)N2CCCCC2)CC1	-1%	0.4%	1%	-40%	10%	-3%	33%	-2%	i	6.2
COc1ccccc1C(c1nnnn1Cc1ccco1)N1CCN(c2cccc(C)c2C)CC1 (stereo not given)	4%	2.6%	-2%	10%	-13%	2%	-2.5%	-7%	i	6.7
Cc1cc(Br)c2[nH]c3c(c2c1)CCCC3=O	-8%	17%	1%	17%	10%	9%	84%	-8%	i	1.0
COc1cc(/C=C2/SC(=S)N(Cc3ccccc3)C2=O)ccc1OS(C)(=O)=O	-1%	1.3%	3%	10%	-24%	-2%	-1.8%	-4%	i	0.3
COc1ccc(C(Nc2ccccn2)c2c(NC(=O)c3ccco3)sc(C)c2C)cc1 (stereo not given)	3%	-1.2%	2%	24%	28%	-4%	-0.5%	-8%	i	0.2

Next part, starting with the last two of the part before.
SMILES	LYP inhibition	HIV peptide binding	Siah-1 displacement	KOR beta-arrestin-1	NOD2 inhibition	PhoP inhibition	KOR beta-arrestin-2	NOD1 NF-kB reporter	Myeloid diff MLP	Myeloid diff MLP GFP+ MAC1+ %
COc1cc(/C=C2/SC(=S)N(Cc3ccccc3)C2=O)ccc1OS(C)(=O)=O	-1%	1.3%	3%	10%	-24%	-2%	-1.8%	-4%	i	0.3
COc1ccc(C(Nc2ccccn2)c2c(NC(=O)c3ccco3)sc(C)c2C)cc1 (stereo not given)	3%	-1.2%	2%	24%	28%	-4%	-0.5%	-8%	i	0.2
c1coc(CN2CN=C(Nc3nc4ccccc4s3)NC2)c1	1%	-0.4%	0%	13%	-15%	0%	-6.0%	-32%	i	0.6
CCNC(=O)Cn1c(=O)c(=O)n(Cc2ccccc2)c2ccc(Cl)cc21	-2%	-1.2%	-2%	-10%	2%	-13%	1.6%	14%	i	0.4
COc1ccc(CCN2C(=S)N(C)C(=O)C2CC(=O)Nc2ccc(OC)cc2)cc1 (stereo not given)	-2%	5.2%	-2%	-9%[20 µM]	23%	11%	.	-20%	i	0.0
O=C(Nc1ccnn1C1CCN(C/C=C/c2ccc(F)cc2)CC1)C1CCCC1	-6%	0.6%	0%	1%	-6%	-6%	1.1%	-17%	i	5.9
COc1ccc(CCNC2=C(Cl)C(=O)N(CCc3ccc(OC)c(OC)c3)C2=O)cc1OC	4%	1.1%	2%	-30%	23%	-3%	0.8%	12%	i	0.3
Cc1cc(C)n2nc(C(=O)OCC(=O)c3cc(C)n(C)c3C)nc2n1	-14%	17%	-5%	-17%	6%	-5%	-5.1%	12%	i	0.7
CN(C)CCNc1c2c(nc3ccccc13)CCC2	-5%	-0.3%	-6%	-19%[20 µM]	7%	-11%	-5.2%	48%	i	0.9
O=C1CSC(c2ccccc2)N1CC(O)c1ccc([N+](=O)[O-])cc1 (stereo not given)	-6%	2.0%	0%	0%	12%	3%	-4.5%	-16%	i	0.0
Cc1cccc(N2CCN(C(=O)CCC(=O)N3Cc4ccccc4Oc4ncccc43)CC2)c1C	-2%	-0.1%	8%	5%	13%	-3%	0.1%	10%	?	.
C=CCn1c(SCC(=O)Nc2ccc(F)cc2F)nc2c([nH]c3ccccc32)c1=O	-8%	-0.1%	-3%	-6%	-11%	-4%	4.0%	-35%	i	1.2
COc1ccc(-c2cc(C(=O)NCC3CCCO3)on2)cc1OC (stereo not given)	-12%	1.0%	12%	-31%	18%	-10%	2.3%	-18%	i	0.3
CCN(CC)CCN(C(=O)C1=COCCO1)c1nc2cc(C)cc(C)c2s1	1%	1.5%	2%	-3%	4%	-4%	7.1%	-37%	i	1.7
